RNase H inhibition: RNase H inhibition, HIV 1 Gag Pol polyprotein, FRET biochemical assay, screening (AID 372) | HIV-1 RT RNase H, FRET RNA/DNA substrate fluorescence; higher % means a stronger effect | inhibition, % at 10 µM; hits with a dose series show IC50 in µM | 100,000 tested, 0.77% active; in the data active = inhibition above about 50%
Active calls of the source: *. Not all compounds are listed; rates above refer to the full screens.

SMILES	RNase H inhibition
CCOC(=O)C1=C(O)/C(=C/c2ccc(OCC)cc2)SC1=Nc1ccccc1	14%
Brc1ccc2[nH]cc(-c3nnc4ccc5ccccc5n34)c2c1	37%
COc1ccc(-c2nnc(NC(C)=O)s2)cc1	0%
COc1ccc(C2CC(C(F)(F)F)n3nc(C(=O)Nc4c(C)n(C)n(-c5ccccc5)c4=O)c(Cl)c3N2)cc1 (stereo not drawn)	0%
COc1ccc(OC)c(NC(=O)c2cccc(Br)c2)c1	4%
NC(=O)c1cccc(N2C(=O)c3ccccc3C2=O)c1	4%
Cc1ccc(COc2cc3oc(=O)c4c(c3cc2Cl)CCC4)cc1	11%
COc1ccc(-c2nn(-c3ccccc3)cc2/C=C/C(=O)c2ccccc2)cc1	16%
COc1cc(C2NC(=O)NC(C)=C2[N+](=O)[O-])ccc1O (stereo not drawn)	6%
O=[N+]([O-])c1cc(/C=N/Nc2nc(Nc3ccccc3)nc(N3CCCCC3)n2)ccc1O	2%
O=S(=O)(Cc1ccccc1)N1CCN(C/C=C/c2ccccc2)CC1	7%
COc1cccc(NC(=S)NC(=O)c2ccc(-c3ccccc3)cc2)c1	18%
O=C(NC1CCCCCC1)c1ccc(Br)cc1	6%
CC(=O)NN1C(=O)/C(=C\c2ccc(I)o2)SC1=S	0%
COc1cc(/C=C2\SC(=Nc3ccc(C)c(Cl)c3)NC2=O)ccc1C	56%*
O=C(NCc1ccccn1)C(=O)N/N=C/c1ccccc1O	6%
COc1cccc(CN2CCc3cc(OC)c(OC)cc3C2)c1	0%
C=CCC1(O)CC(c2ccccc2)NC(c2ccccc2)C1C(C)C (stereo not drawn)	4%
COc1ccc(Br)cc1/C=N/NC(=O)CSc1nc2ccccc2n1C	18%
CCCOC(=O)c1cccc(NC(=O)COc2cc(C)cc(C)c2)c1	0%
N#C/C(=C\c1ccc(-c2cccc([N+](=O)[O-])c2)o1)C(=O)N1CCOCC1	2%
COc1ccc(C(=O)Nc2ccc(F)c([N+](=O)[O-])c2)cc1Br	5%
COc1ccc(C2SCCN2C(=O)c2cc3ccccc3oc2=O)cc1 (stereo not drawn)	11%
CC(C)(C)C(=O)Nc1cccc(C(=O)Nc2ccc(Cl)cc2)c1	3%
COc1cc(CN2CCN(C(=O)c3cccc(F)c3)CC2)cc(OC)c1O	6%
SMILES	RNase H inhibition
O=C(Nc1ccc2ccccc2c1)c1cccc(NC(=O)c2cccs2)c1	10%
O=[N+]([O-])c1ccc(O)c(C=Nc2cccc(CO)c2)c1	0%
COc1ccc(NC(=O)N2CCN(c3ccc([N+](=O)[O-])cc3)CC2)cc1	0%
Cc1cccc(Nc2c3c(c(C#N)c4nc5ccccc5n24)CCC3)c1	23%
CCOc1cc(C=O)ccc1OC(C)C	3%
Cc1cc(N2CCCCCCC2)nc2cc(Cl)ccc12	16%
CCC(=O)Nc1ccc(NC(=O)c2ccc(C)c(C)c2)cc1	2%
COc1ccc(NC(=O)C(NC(=O)c2ccc(C)cc2)C23CC4CC(CC(C4)C2)C3)cc1 (stereo not drawn)	12%
Cc1ccc(-n2nc3cc(C)c(NC(=O)c4ccc(Cl)cc4Cl)cc3n2)cc1	1%
CCc1ccc(OCCCCCn2ccnc2)cc1	4%
COc1cc(C2C(C(=O)OCCOc3ccccc3)=C(C)NC3=C2C(=O)CCC3)ccc1OC(C)=O (stereo not drawn)	9%
Cc1ccc(C)c(N(CC(=O)Nc2ccc(Cl)cc2C)S(=O)(=O)c2ccccc2)c1	22%
Fc1ccc(-c2nnn(Cc3ccccc3Cl)n2)cc1	15%
COc1ccccc1N1CCN(/N=C\c2cc(Br)c(O)c(OC)c2)CC1	19%
O=C(O)CSc1nc2ccccc2c(=O)[nH]1	2%
CC1=C(C(=O)Nc2ccc(C)c(Cl)c2)C(c2ccccc2Br)NC(=O)N1 (stereo not drawn)	0%
COc1ccccc1NCC(=O)N/N=C\c1c(F)cccc1Cl	6%
C/C(=N/N1CCN(Cc2ccccc2)CC1)c1ccc(Cl)cc1	10%
COc1ccc(C=Nc2ccc(C)cc2)c2ccccc12	26%
COC(=O)c1cc(NS(=O)(=O)c2ccc(N3CCCCC3)c([N+](=O)[O-])c2)cc(C(=O)OC)c1	9%
CCOC(=O)c1c(NC(=O)C2C3CCC(O3)C2C(=O)O)sc2c1CCC(CC)C2 (stereo not drawn)	16%
Cc1cc(C)c(/C=N/NC(=O)CCCCCCCC(=O)N/N=C/c2c(C)cc(C)cc2C)c(C)c1	41%
COc1cccc(/C=N/Nc2ncc(Br)cn2)c1O	1%
O=C(NN=C1CCCC1)c1ccc(Br)cc1	0%
O=C(O)c1ccc(C(=O)Nc2ccccc2Br)c(C(=O)O)c1	54%*
SMILES	RNase H inhibition
CCOC(=O)C1=C(C)N(c2ccc(OC)cc2)C(=O)/C1=C\c1ccc(C(=O)O)cc1	8%
CCOP(=O)(OCC)/C(=C(\NC(=O)c1ccccc1)C(=O)Nc1ccccc1C(F)(F)F)c1ccccc1	0%
COc1ccc(-c2ccc(/C=C/c3cc(C(F)(F)F)[nH]c(=O)n3)o2)cc1Cl	48%
O=C1CC(c2ccccc2)CC2=C1C(c1ccc(OCc3ccccc3)cc1)Nc1ccccc1N2 (stereo not drawn)	23%
Cc1cc2c(c(=O)o1)C(c1cccc(C(F)(F)F)c1)C(C#N)=C(N)O2 (stereo not drawn)	2%
O=C(Nc1ccc(Cl)c(Cl)c1)NN1CCOCC1	9%
CC(CC(=O)Nc1ccccc1)c1ccccc1 (stereo not drawn)	7%
CC(C)c1nn2c(N)c(C=C3C=CC(=O)C=C3)c(=O)nc2s1	7%
CCOC(=O)c1sc(NC(=O)COc2ccc(C(C)(C)CC(C)(C)C)cc2)c(C(=O)OCC)c1C	14%
O=C(NCC1CCCO1)c1cc(-c2ccccc2)nc2ccccc12 (stereo not drawn)	8%
CCOC(=O)c1ccc(N2C(=O)CC(N3CCN(Cc4ccc5c(c4)OCO5)CC3)C2=O)cc1 (stereo not drawn)	0%
COc1ccccc1C1Nc2ccccc2NC2=C1C(=O)CC(c1ccccc1)C2 (stereo not drawn)	15%
O=C(Nc1ccc(Br)cc1)c1ccccc1Cl	0%
Cn1c(-c2cccs2)nc2c3ccccc3c3ccccc3c21	0%
NC1=NC(=O)C(CC(=O)Nc2ccc([N+](=O)[O-])cc2)S1 (stereo not drawn)	0%
CCOC(=O)C1CCN(Cc2ccc(Cl)c(Cl)c2)CC1	4%
C=CCN(c1ccccc1C(=O)O)S(=O)(=O)c1ccc(NC(=O)OC)cc1	0%
Cc1ccc(CSCCNC(=O)CN(c2cccc([N+](=O)[O-])c2)S(=O)(=O)c2ccccc2)cc1	1%
CCc1ccc(/C=C2/SC(=S)N(CCCC(=O)Nc3ccccc3Br)C2=O)cc1	7%
COc1ccc(CCNC(=O)C(=O)Nc2cc(Cl)ccc2OC)cc1	2%
O=C(Nc1cccc2ccccc12)C1(c2ccccc2)CC1(Cl)Cl (stereo not drawn)	0%
COc1ccc(N(CC(=O)NCc2ccccc2)S(C)(=O)=O)cc1	11%
COC(=O)Cn1cc(C=C2C(=O)c3ccccc3C2=O)c2ccccc21	0%
COc1ccc(C(NC(=O)C(C)C)c2ccc3cccnc3c2O)cc1 (stereo not drawn)	10%
Cc1ccc(OCC(=O)Nc2ccc(Cl)cn2)c(C)c1	5%
SMILES	RNase H inhibition
N#C/C(=C/c1ccc(O)c([N+](=O)[O-])c1)C(=O)Nc1ccccc1	0%
CCOc1ccccc1NC(=O)c1c(NC(=O)Cc2ccc(OC)cc2)sc2c1CCC(C)C2 (stereo not drawn)	15%
O=C(O)Cn1c(SCc2cccc3ccccc23)nc2ccccc21	16%
C=CCc1ccccc1OCCOCCOc1cccc(OCC)c1	18%
COc1ccc(/C=N\Nc2nc(-c3ccccc3)cc(-c3ccc(F)cc3)n2)cc1	8%
CC(C)(C)C(=O)Nc1cccc(C(=O)Nc2c[nH]c(=O)[nH]c2=O)c1	3%
C/C=C/c1ccc(OCCCCOc2ccc(C=O)cc2OC)c(OC)c1	18%
CCOc1ccc(N2C(=O)C3CC(C)=C(C)CC3C2=O)c([N+](=O)[O-])c1 (stereo not drawn)	4%
COc1ccc(N(C(C)C(=O)N/N=C/c2cccnc2)S(C)(=O)=O)cc1 (stereo not drawn)	4%
CCOc1ccc(/C=C2/C(=O)NC(=S)N(c3cc(Cl)cc(Cl)c3)C2=O)cc1OC	4%
O=C(NCCNc1ccccc1[N+](=O)[O-])c1cc(F)c(F)cc1Cl	4%
Cc1ccc(C(=O)NN2C(=O)C3C4C=CC(C5CC45)C3C2=O)cc1 (stereo not drawn)	11%
CC(C)Cc1cc(-c2ccc(Cl)cc2)c(C#N)c(N)n1	10%
CCCN1C(=O)c2ccccc2NC1c1ccc(Cl)c(Cl)c1 (stereo not drawn)	11%
CCC12CN3CC(CC)(CN(C1)C3c1ccc(Br)cc1)C2=O (stereo not drawn)	3%
O=C(Oc1ccc2ccccc2c1)c1ccccc1Cl	8%
Cc1ccc2[nH]c(=O)c(C(=O)/C=C/c3ccccc3Cl)c(-c3ccccc3)c2c1	55%*
Cc1ccc(S(=O)(=O)NC(=O)OC(c2ccccc2)C(F)(F)F)cc1 (stereo not drawn)	0%
COc1ccc(NC(=O)COc2ccc3ccccc3c2)cc1OC	15%
COc1ccc(NC(=O)C(=O)NCCCO)cc1Cl	0%
CC(C)(C)c1cc(C(=S)N2CCOCC2)cc(C(C)(C)C)c1O	46%
COCCNC(=O)CN(c1ccccc1F)S(=O)(=O)c1ccc(C)cc1	0%
CCOc1ccc2nc(Nc3nc(C)c(C)c(=O)[nH]3)nc(C)c2c1	0%
C/C(=N/NC(=O)CNc1ccc(C)cc1)c1ccc([N+](=O)[O-])cc1	16%
Cc1cc2n(CCN3CCOCC3)c3ccccc3n2n1	1%

Copied from the list.
Result for CCOc1ccc2nc(Nc3nc(C)c(C)c(=O)[nH]3)nc(C)c2c1 under RNase H inhibition: 0%
Result for CCCOC(=O)c1cccc(NC(=O)COc2cc(C)cc(C)c2)c1 under RNase H inhibition: 0%

New compounds follow:
SMILES	RNase H inhibition
O=C(c1cc2nc(-c3ccc([N+](=O)[O-])cc3)cc(C(F)(F)F)n2n1)N1CCc2ccccc2C1	21%
NC(=O)c1ccccc1N=Cc1ccc(Br)s1	0%
Cc1ccccc1NC1=C(Cl)C(=O)N(c2cccc(C)c2C)C1=O	9%
Cc1ccc(C2Nc3ccccc3NC3=C2C(=O)CC(c2ccccc2)C3)o1 (stereo not drawn)	7%
COc1ccc(NC(=S)NC(=O)c2ccccc2I)c(OC)c1	43%
Cc1ccc(OCC(=O)NCc2ccco2)c(C)c1	7%
COc1ccc(-c2noc(COc3ccccc3)n2)cc1	8%
Cc1cc(C)cc(-n2c(C)cc(C=C3SC(=S)NC3=O)c2C)c1	23%
COc1ccccc1NC(=O)/C(=C\c1cccc([N+](=O)[O-])c1)NC(=O)c1cccs1	2%
Cc1cc(C)n(C(=O)C(C)Oc2ccc(Cl)cc2C)n1 (stereo not drawn)	12%
C=CCSc1nnc2c(n1)OC(c1cccnc1)Nc1ccccc1-2 (stereo not drawn)	13%
CCC(C)OC(=O)C1=C(C)NC2=C(C(=O)CC(c3ccc(Cl)cc3)C2)C1c1ccc(OC(C)=O)cc1 (stereo not drawn)	11%
COc1ccc(CNC(=O)c2cnn3c(C(F)(F)F)cc(-c4ccccc4)nc23)cc1	14%
CCCCNCCOc1c(C)ccc(C)c1C	13%
Cc1ccc(C(=O)N2CCN(C)CC2)cc1	6%
CCC(C)(C)C1CCc2c(sc(N)c2C#N)C1 (stereo not drawn)	26%
COc1ccc(CCN2C(=O)CC(C(=O)O)SC2=Nc2cccc(C(F)(F)F)c2)cc1OC (stereo not drawn)	0%
COc1ccc(-c2cc(C(F)(F)F)n3nc(C(=O)NCC4CCCO4)c(Cl)c3n2)cc1 (stereo not drawn)	8%
COC(=O)COc1ccc2c(=O)c(Oc3cc(C)cc(C)c3)coc2c1	5%
COc1ccc(OC)c(/C=C(\C#N)c2nn(CCO)c(N)c2C#N)c1	16%
Cc1ccc(-c2nc(N/N=C/c3ccc(Br)cc3)c3ccccc3n2)cc1	20%
Cc1c(OCc2ccccc2F)ccc2c3c(c(=O)oc12)CCCC3	11%
O=C(O)CN1C(c2ccccc2)=Nc2ccc(Br)cc2C1c1ccccc1 (stereo not drawn)	6%
Cc1cccc(C2(c3cccc(C)c3)CC2C(=O)NCc2ccco2)c1 (stereo not drawn)	20%
COc1cc(C(C)=O)ccc1OC(=O)c1ccc([N+](=O)[O-])cc1Cl	20%
COc1ccc(C2C(C#N)=C(N)SC(N)=C2C#N)c(OC)c1	5%
CCc1ccccc1NC(=O)CSCc1ccccc1C	6%

Entries above that have fluorine, in the order listed:
SMILES	RNase H inhibition
COc1ccc(C2CC(C(F)(F)F)n3nc(C(=O)Nc4c(C)n(C)n(-c5ccccc5)c4=O)c(Cl)c3N2)cc1 (stereo not drawn)	0%
COc1ccc(C(=O)Nc2ccc(F)c([N+](=O)[O-])c2)cc1Br	5%
COc1cc(CN2CCN(C(=O)c3cccc(F)c3)CC2)cc(OC)c1O	6%
Fc1ccc(-c2nnn(Cc3ccccc3Cl)n2)cc1	15%
COc1ccccc1NCC(=O)N/N=C\c1c(F)cccc1Cl	6%
CCOP(=O)(OCC)/C(=C(\NC(=O)c1ccccc1)C(=O)Nc1ccccc1C(F)(F)F)c1ccccc1	0%
COc1ccc(-c2ccc(/C=C/c3cc(C(F)(F)F)[nH]c(=O)n3)o2)cc1Cl	48%
Cc1cc2c(c(=O)o1)C(c1cccc(C(F)(F)F)c1)C(C#N)=C(N)O2 (stereo not drawn)	2%
COc1ccc(/C=N\Nc2nc(-c3ccccc3)cc(-c3ccc(F)cc3)n2)cc1	8%
O=C(NCCNc1ccccc1[N+](=O)[O-])c1cc(F)c(F)cc1Cl	4%
Cc1ccc(S(=O)(=O)NC(=O)OC(c2ccccc2)C(F)(F)F)cc1 (stereo not drawn)	0%
COCCNC(=O)CN(c1ccccc1F)S(=O)(=O)c1ccc(C)cc1	0%
O=C(c1cc2nc(-c3ccc([N+](=O)[O-])cc3)cc(C(F)(F)F)n2n1)N1CCc2ccccc2C1	21%
COc1ccc(CNC(=O)c2cnn3c(C(F)(F)F)cc(-c4ccccc4)nc23)cc1	14%
COc1ccc(CCN2C(=O)CC(C(=O)O)SC2=Nc2cccc(C(F)(F)F)c2)cc1OC (stereo not drawn)	0%
COc1ccc(-c2cc(C(F)(F)F)n3nc(C(=O)NCC4CCCO4)c(Cl)c3n2)cc1 (stereo not drawn)	8%
Cc1c(OCc2ccccc2F)ccc2c3c(c(=O)oc12)CCCC3	11%

Screening data from PubChem BioAssay.
